# Compound activity (PubChem)
# CHRM4 antagonist = blocks acetylcholine activation of human M4 receptor; P08173; CHO-hM4 cells, ACh EC80, Fluo-8 calcium fluorescence; inhibition, % at 3 µM; hit rate 0.73% among 360,000; AID 624125;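 active means inhibition above its plate's cutoff, the mean inhibition of sample wells plus 3 SD, cut at about 27% in these data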;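 further: 0% = acetylcholine EC80 with DMSO and 100% = DMSO without agonist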
# Target sequence (P08173 whole entry, looked up): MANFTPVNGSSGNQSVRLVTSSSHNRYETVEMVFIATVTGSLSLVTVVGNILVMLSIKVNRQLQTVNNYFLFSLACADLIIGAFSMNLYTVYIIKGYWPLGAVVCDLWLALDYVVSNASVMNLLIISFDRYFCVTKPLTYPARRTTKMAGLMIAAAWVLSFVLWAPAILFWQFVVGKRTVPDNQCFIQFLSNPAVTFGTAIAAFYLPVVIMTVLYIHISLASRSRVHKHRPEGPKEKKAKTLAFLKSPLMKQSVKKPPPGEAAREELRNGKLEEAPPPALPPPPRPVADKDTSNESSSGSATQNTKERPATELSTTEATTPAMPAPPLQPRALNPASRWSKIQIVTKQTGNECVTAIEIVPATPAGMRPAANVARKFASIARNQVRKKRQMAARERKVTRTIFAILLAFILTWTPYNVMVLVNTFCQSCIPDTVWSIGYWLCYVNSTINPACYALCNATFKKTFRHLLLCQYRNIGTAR
# CHO-K1 Ca antag = M1 antagonist counterscreen hit in parental CHO-K1 cells. inhibition, % at 3 µM. ATP-induced calcium, Fluo-8 fluorescence. hit rate 0.6% among 360,000;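 active means inhibition above a per-plate cutoff, the plate's mean sample inhibition plus 3 SD, cut at about 24% in these data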;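 further: 0% = DMSO plus EC80 ATP and 100% = DMSO alone without ATP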
# CHO-K1 Ca ag = counter-screen for M1 agonists: effect in parental CHO-K1 cells; hit rate 0.48% among 360,000; Fluo-8 calcium fluorescence; scaled to maximal ATP response, vehicle zero; activation, % at 3 µM; in the data active means activation above about 15%;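 further: untransfected CHO-K1 host cells lacking M1 receptor as counterscreen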
# CHO parental Ca = counter-screen: ATP calcium response change in parental CHO cells; parental CHO-K1, ATP-induced calcium, Fluo-8 fluorescence; inhibition, % at 5.6 µM; hit rate 0.63% among 330,000; AID 463079;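 active means inhibition above that plate's mean sample inhibition plus 3 SD, cut at about 26% in these data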;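 further: 0% = ATP-challenged DMSO wells and 100% = DMSO wells without ATP; some compounds past the cut are filed as inactive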
#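 Assay system: untransfected parental CHO cell line. Also added: ATP agonist challenge. Dosing: one dose, 5.6 µM nominal. Measured by: Fluo-8 fluorescence. Read-out: % inhibition. Benchmarks: ATP wells versus no-ATP DMSO wells. Repeats: no replicates.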
# CHRM1 antagonist = antagonists of human M1 muscarinic receptor | P11229 | CHO-K1 hM1, Fluo-8 calcium fluorescence, ACh EC80 antagonist | inhibition, % at 3 µM | hit rate 1.3% among 360,000 | AID 588852;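 active means percent inhibition above its own plate's cutoff, namely the mean of that plate's compound wells plus 3 SD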;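 further: peak over basal fluorescence ratio during 140 s after agonist addition; 0% = ACh EC80 plus DMSO and 100% = DMSO alone without agonist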
# M1 ag = agonists of human M1 muscarinic receptor; P11229; CHO-K1 hM1, Fluo-8 calcium fluorescence, agonist mode; 0% DMSO, 100% acetylcholine EC100; activation, % at 3 µM; hit rate 0.33% among 360,000;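 active means activation above the run's mean compound activation plus 3 SD, cut at about 16% in these data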;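 further: peak over basal fluorescence ratio within a 140 s kinetic read after compound addition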
# OXTR potentiate = human OXTR potentiation; CHO-OTR cells, Fluo-8 calcium fluorescence, potentiator mode; 0% = oxytocin EC15, 100% = EC100; hit rate 0.061% among 320,000; activation, % at 3 µM; AID 2445; P30559;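 active means activation above that plate's cutoff, the mean activation of tested compounds plus 3 SD, cut at about 6.6% in these data, passing the limit was not always enough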;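 further: 100% uses oxytocin at 75 nM as the full agonist control; some results filed as inactive read as strong as hits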
# Target sequence (P30559 whole entry, looked up): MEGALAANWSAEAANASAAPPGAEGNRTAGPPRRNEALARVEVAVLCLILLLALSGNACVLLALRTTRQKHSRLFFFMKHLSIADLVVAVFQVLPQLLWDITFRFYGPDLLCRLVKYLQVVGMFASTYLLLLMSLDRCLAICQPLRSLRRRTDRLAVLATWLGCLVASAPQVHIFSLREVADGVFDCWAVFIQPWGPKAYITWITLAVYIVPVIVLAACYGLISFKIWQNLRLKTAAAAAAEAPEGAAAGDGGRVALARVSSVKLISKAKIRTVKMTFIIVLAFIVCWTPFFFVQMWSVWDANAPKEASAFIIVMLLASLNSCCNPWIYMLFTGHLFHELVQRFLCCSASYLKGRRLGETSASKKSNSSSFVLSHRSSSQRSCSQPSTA
#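 Assay system: CHO cell line stably expressing human OTR. Reagent: EC15 oxytocin agonist. Dosing: single dose, 3.0 µM nominal final compound concentration. Timing: compound 6 min at room temperature before oxytocin, 100 s read. Signal: kinetic Fluo-8 calcium fluorescence. Controls: oxytocin EC15 low and EC100 high.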
# CHRM4 agonist = agonists of human muscarinic M4 receptor (CHRM4); CHO-K1 hM4/Gqi5, Fluo-8 calcium fluorescence; vehicle 0%, full acetylcholine response 100%; activation, % at 3 µM; hit rate 0.14% among 360,000;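 active means activation above the run mean over all test wells plus 3 SD, cut at about 32% in these data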;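 further: peak over basal fluorescence ratio per well then scaled between controls; 0% = DMSO wells and 100% = acetylcholine at EC100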
# M1 PAM = human CHRM1 positive allosteric modulation. activation, % at 3 µM. AID 588819. hit rate 0.088% among 360,000. CHO-K1 hM1, Fluo-8 calcium fluorescence, ACh EC20; 0% = ACh EC20, 100% = maximal ACh; in the data active means activation above about 19%, passing the limit was not always enough
# Numbers without * were called inactive; · = not tested or not shown; & = joins results of further samples.
# Order of values: CHO-K1 Ca ag	M1 ag	M1 PAM	CHO-K1 Ca antag	OXTR potentiate	CHO parental Ca	CHRM1 antagonist	CHRM4 antagonist	CHRM4 agonist
- N#Cc1ccc(NC(=O)c2cc(-c3cccs3)on2)cc1
  0.8	-2	10	-11	7	-10	-17	-1	0
- O=S1(=O)CCC(SCc2nc3sccn3c2Br)C1 (stereo not drawn)
  0.0	-8	3	4	-5	1	-4	0	2
- CC(C)=CCC/C(C)=C/CNC(=O)C[C@H]1C[C@H](C(=O)N(C(C)C)C(C)C)[C@@]2(C)c3[nH]c4ccc(Cl)cc4c3CCN2C1=O
  0.5	-6	6	-4	·	-29	-12	-14	0
- CCOc1ccc2[nH]c(=O)c(=O)[nH]c2c1
  0.0	-1	1	-9	-3	-1	-32	2	1
- COc1ccc(C(C)NC(=O)c2ccccc2Br)cc1OC (stereo not drawn)
  0.4	-5	7	-6	-4	4	-6	-4	1
- O=[N+]([O-])c1cccc(CSc2ncnc3ccccc23)c1
  0.9	-5	-5	-5	-24	-21	10	2	-1
- O=C(CSc1nnc(COc2cccc3cccnc23)o1)c1ccc(F)cc1
  6.9	-5	-6	-8	-14	-26	0	4	18
- CN(Cc1ccccc1)S(=O)(=O)c1ccc(NS(C)(=O)=O)cc1
  2.2	-4	-5	-10	-4	9	-1	12	4
- CC(C)c1ccc(NC(=O)CCS(=O)(=O)c2cccc3nonc23)cc1
  0.5	-6	6	-8	-4	-3	-9	-4	5
- CCCCCCCC[n+]1c(C)n(-c2ccccc2)c2ccc(NC(C)=O)cc21
  3.8	-7	-3	-14	3	20	5	13	0
- O=C1[C@H]2[C@@H](c3ccc(Cl)cc3)N3C(=O)N(c4cccc(F)c4)C(=O)[C@@]3(Cc3ccc(Cl)cc3)[C@H]2C(=O)N1C1CCCCC1
  1.2	-6	2	-20	-8	-18	0	0	3
- Cc1c(C(=O)NCc2ccccn2)oc2c(Cl)cccc12
  0.3	13	16	-4	13*	-6	11	-6	3
- O=C(NCc1cccnc1)C1CCCCN1S(=O)(=O)c1ccc(F)cc1 (stereo not drawn)
  0.6	-6	5	4	-1	0	5	8	0
- CC1(C(=O)NCCc2ccccc2)Cc2c(-c3ccc4c(c3)OCO4)ccnc2O1 (stereo not drawn)
  1.1	-4	-7	-11	·	·	8	0	2
- COc1ccc(NC(=O)C2CCCN(S(=O)(=O)c3c(C)n[nH]c3C)C2)cc1OC (stereo not drawn)
  -0.2	0	-6	20	-12	-10	20	-6	0
- COc1ccccc1CC(=O)NNC(=O)c1ccco1
  0.3	-4	0	-9	0	-4	7	4	0
- CCS(=O)(=O)N1Cc2ccccc2CC1C(=O)Nc1ccc(NC(C)=O)cc1 (stereo not drawn)
  0.3	-2	-4	-9	-10	-8	11	-8	0
- O=C(NNC(=O)c1ccccc1-n1cccc1)c1cccc(Cl)c1
  0.7	0	8	2	-16	-7	-34	3	1
- O=C(/C=C/c1ccccc1Cl)NCCN1CCOCC1
  0.1	-4	6	-28	-3	-11	-19	-16	0
- CCN(CC(=O)Nc1ccc(S(=O)(=O)N2CCCC2)cc1)CC(=O)Nc1cccc(OC)c1
  0.8	-2	4	-21	-6	-5	-11	-4	1
- CCS(=O)(=O)N1CCC(N2CCC(C)CC2)CC1
  0.5	-4	12	-6	0	1	-15	4	0
- CC1CCN(C(=O)COC(=O)c2ccccc2NCCO)CC1
  -0.1	0	1	11	·	·	0	-3	2
- O=[N+]([O-])c1ccc(N2CCN(CC(O)COc3ccccc3)CC2)cc1 (stereo not drawn)
  3.9	-10	-7	13	-13	-12	2	-3	12
- CCOC(=O)C(=CNc1ccc(NC2=NCC(C)S2)cc1)C(=O)OCC (stereo not drawn)
  1.7	-8	-21	-6	-2	-14	17	-8	-1
- Cc1cc(C)c(S(=O)(=O)N(C)CC(=O)NCc2ccncc2)c(C)c1
  -0.1	-12	-29	15	-6	-10	24	1	1
- O=C(Cc1ccc([N+](=O)[O-])cc1)NCC1CCCO1 (stereo not drawn)
  3.9	-3	-3	-14	-7	0	6	-8	14
- O=C(C1CCCN(S(=O)(=O)c2cccc3nonc23)C1)N1CCN(c2ccccc2)CC1 (stereo not drawn)
  6.2	-4	-9	-4	-7	-9	3	-4	16
- CCc1ccc(Nc2nc(C)cc(C)n2)cc1
  -0.1	-8	-4	-9	3	-1	-9	-8	-1
- Cc1ccc2[nH]c3c(=O)n(Cc4ccco4)cnc3c2c1
  1.2	-2	9	-18	-1	-4	-9	-7	0
- CCC(=O)c1ccc(OCC(O)CN2CCN(C(c3ccccc3)c3ccccc3)CC2)cc1 (stereo not drawn)
  1.0	-13	-34	-41	2	-23	70*	44*	1
- O=C(Cc1ccc2c(c1)OCCO2)N1CCN(S(=O)(=O)c2cccs2)CC1
  2.0	-6	2	-5	-1	-11	3	1	5
- CC(C)CN(Cc1c(O)ccc2c3c(c(=O)oc12)CCC3)CC(C)C
  -0.5	-9	-5	-6	1	-16	1	28*	-1
- Cc1nc2cc(C(=O)OCC(=O)Nc3ccc(C#N)cc3)ccc2n1-c1ccccc1
  3.1	-4	5	-4	-9	-12	-5	-6	4
- Cc1c(Cl)cccc1NC(=S)NCCc1ccc(Cl)cc1
  0.1	-3	-11	15	-13	-7	19	10	9
- COc1ccc(/C=N/NC(=O)c2ccc(Br)o2)cc1Cn1cc([N+](=O)[O-])cn1
  -0.4	-6	7	-5	2	-30	-8	10	0
- CCOc1ccccc1N1CC(C(=O)Nc2cc(Cl)ccc2C)CC1=O (stereo not drawn)
  1.4	-3	-3	0	-9	-1	1	-5	5
- CCN(CC(=O)Nc1ccccc1-c1ccccc1)Cc1nc2ccccc2c(=O)[nH]1
  1.2	-5	4	-9	-1	-24	-6	-7	6
- COc1ccccc1NC(=O)N(C)C[C@@H]1OCc2cnnn2CCCC(=O)N([C@H](C)CO)C[C@H]1C
  0.5	-6	-6	0	·	·	6	-8	1
- Cc1ccc(S(=O)(=O)N2C[C@@H]3CCCC[C@@H]3[C@@H](C)[C@H]2CC(=O)c2ccccc2)cc1
  0.6	-2	8	-17	·	-21	-9	-12	0
- CCOC(=O)C1=C(C)NC(C)=C(C(=O)OCC)C1
  0.5&0.2	-5&-2	0&5	-11&-16	9&-7	10&11	-8&-5	7&-10	0&1
- CN1CCN(C(CNC(=O)C(=O)NC2CCCCC2)c2ccc(F)cc2)CC1 (stereo not drawn)
  0.3	-8	-1	18	-6	8	-2	0	1
- CN(CC1CCOCC1)C(=O)CC1C(=O)NCCN1Cc1ccc(-c2ccccc2)cc1 (stereo not drawn)
  0.7	-9	-7	2	-4	14	5	0	2
- COc1ccc2[nH]c(=O)c(CNc3ccc(C)cc3C)cc2c1
  0.4	-7	2	2	-5	1	-5	0	0
- Cc1[nH][nH]c(=O)c1C(c1ccc(F)cc1)c1c(C)[nH][nH]c1=O
  0.8	-2	6	1	2	-2	-17	3	1
- CCC(C)NC(=O)C1CCCN(c2nc(C)cc(OC)n2)C1 (stereo not drawn)
  0.1	-6	4	-23	-7	-16	-6	-12	2
- COc1ccccc1NC(=O)c1cc2c(CO)cnc(C)c2oc1=Nc1ccccc1
  0.1	-1	13	-12	1	-21	-9	-5	1
- COc1cccc(-n2ccnc2SCC(=O)Nc2cc(C)on2)c1
  0.2	-2	2	-15	-4	-12	6	1	0
- CCOCCn1c(SCc2ccc(C)cc2)nc2c1c(=O)[nH]c(=O)n2C
  -0.2	-2	14	-21	-4	-11	-18	-2	0
- CC(/C=C/C(=O)c1ccc(C)cc1)=C\c1ccccc1
  1.4	-3	1	-15	-14	-15	-5	-3	-1
- CC(=O)Oc1ccc(C(=O)c2ccccc2)c(OC(C)=O)c1
  1.0	-6	9	1	-10	-2	-5	7	0
- O=C(N/N=C/C=C\c1ccccc1[N+](=O)[O-])c1ccccn1
  1.8	-8	7	-14	-3	-10	-6	-3	3
- CCCCCC(C)NC(=O)c1cc(S(=O)(=O)N2CCCCC2)ccc1N1CCOCC1 (stereo not drawn)
  -1.2	-4	11	-13	3	-29	-2	-2	-1
- CCOC(=O)CN=C/C(C(C)=O)=C(/C)O
  0.0	0	9	6	-8	9	-10	10	1
- Nc1ncnc2c1ncn2[C@@H]1O[C@H](CCC(=O)NCc2ccccc2)[C@@H](O)[C@H]1O
  0.4	-1	8	7	·	·	-6	-12	0
- CCOC(=O)Cc1csc(NC(=O)c2c(-c3c(F)cccc3Cl)noc2C)n1
  1.2	-7	-6	3	-2	-20	-1	1	1
- C[C@@H]1CCCCO[C@H](CN(C)Cc2ccccc2)[C@@H](C)CN([C@H](C)CO)C(=O)c2cc(NS(=O)(=O)c3ccc(Cl)cc3)ccc2O1
  -0.5	-12	-20	-12	·	·	16	-5	1
- N#CCSc1ccccc1NC(=O)COC(=O)Cc1c[nH]c2ccccc12
  7.8	1	-3	-5	-10	-11	5	0	11
- COc1ccc(/C=C/C(O)=C2/C(=O)NC3(C)CC2c2ccccc2O3)c(OC)c1OC (stereo not drawn)
  3.5	-4	-7	-6	-9	-28	12	3	5
- O=C(CC(NCc1ccccn1)C(=O)O)Nc1ccccc1Cl (stereo not drawn)
  -0.5	-7	6	14	-5	3	-12	-8	1
- COc1cc(S(=O)(=O)NCCN2CCOCC2)ccc1-n1cnnn1
  -0.4	0	5	-12	-5	-4	5	-6	1

# The final 3 records of the part above lead into the next:
# Order of values: CHO-K1 Ca ag	M1 ag	M1 PAM	CHO-K1 Ca antag	OXTR potentiate	CHO parental Ca	CHRM1 antagonist	CHRM4 antagonist	CHRM4 agonist
- COc1ccc(/C=C/C(O)=C2/C(=O)NC3(C)CC2c2ccccc2O3)c(OC)c1OC (stereo not drawn)
  3.5	-4	-7	-6	-9	-28	12	3	5
- O=C(CC(NCc1ccccn1)C(=O)O)Nc1ccccc1Cl (stereo not drawn)
  -0.5	-7	6	14	-5	3	-12	-8	1
- COc1cc(S(=O)(=O)NCCN2CCOCC2)ccc1-n1cnnn1
  -0.4	0	5	-12	-5	-4	5	-6	1
- Cc1ccc(CN2CCCC2(C)C(=O)NC(C)C)cc1 (stereo not drawn)
  -0.2	-5	-3	-5	·	·	-5	0	-1
- COc1cc(OC)cc(C(=O)Nc2ccc3c(c2)COC3=O)c1
  1.1	-6	9	-5	-9	-8	-8	-6	1
- CNS(=O)(=O)c1cccc(C(=O)NCC(c2cccs2)N2CCOCC2)c1 (stereo not drawn)
  2.7	-4	3	-8	1	1	-5	5	-1
- CC(Sc1ccc2c(c1)OCCO2)C(=O)Nc1ncc(Cl)cc1Cl (stereo not drawn)
  1.3	3	-6	-7	-6	-15	21	-17	2
- Cc1ccc2nc(NC(=O)c3ccccn3)sc2c1
  1.9	-1	2	0	-6	27*	-1	5	3
- COC(=O)c1sc(NC(=O)COc2cccc(C)c2)nc1C
  0.4	-8	10	-4	-2	-6	-8	7	1
- O=C(CNC(=O)c1cccc(Br)c1)N/N=C/c1cc(Br)cc(Br)c1O
  0.2	-4	5	-4	-15	-6	-5	-3	1
